Screening data as filed in PubChem.
Cardio protect: cardioprotection against H2O2-induced cell death, primary screen, uHTS, H9c2 cells, ATPLite luminescence; protection from H2O2 cell death, % at 20 µM; 360,000 tested, 0.63% active; H9c2 cardiomyocytes, H2O2 injury protection, 2 h; AID 588492, 2011;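 active = compounds giving at least 50% protection of heart cells from peroxide-induced death in the single-dose screen, raw or plate-pattern-corrected value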;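 also: 0% = DMSO wells with peroxide and 100% = DMSO wells without peroxide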
HTR2A ag: mouse Htr2a agonists via beta-arrestin recruitment, primary screen, cell-based, luminescence; CHO-K1 mHTR2A beta-arrestin complementation; percent of 30 µM serotonin response; activation, % at 7.6 µM; 360,000 tested, 0.66% active; AID 624169, 2012;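 active = activation above a run cutoff, the mean activation of all tested compounds plus 3 SD, cut at about 14% in these data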;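 also: 0% = plate median of compound wells and 100% = 30 µM serotonin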
Target sequence (P35363 whole entry, looked up): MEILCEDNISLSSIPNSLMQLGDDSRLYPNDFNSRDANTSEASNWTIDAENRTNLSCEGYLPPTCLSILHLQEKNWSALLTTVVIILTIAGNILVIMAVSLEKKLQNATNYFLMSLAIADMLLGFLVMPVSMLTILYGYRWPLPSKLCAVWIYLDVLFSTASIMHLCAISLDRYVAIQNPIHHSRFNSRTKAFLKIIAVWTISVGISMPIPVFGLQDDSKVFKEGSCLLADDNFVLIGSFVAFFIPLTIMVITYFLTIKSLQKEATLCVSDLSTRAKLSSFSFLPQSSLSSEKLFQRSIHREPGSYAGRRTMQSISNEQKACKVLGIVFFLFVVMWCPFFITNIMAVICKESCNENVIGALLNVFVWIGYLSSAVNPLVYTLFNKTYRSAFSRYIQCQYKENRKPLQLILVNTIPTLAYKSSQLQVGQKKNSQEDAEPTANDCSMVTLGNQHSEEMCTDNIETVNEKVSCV
ABHD5-PLIN5 inh: ABHD5-PLIN5 interaction inhibitors, primary screen, cell lysate, split luciferase complementation, luminescence; AID 602281, 2012; inhibition, % at 4 µM; 360,000 tested, 0.78% active; Split G. princeps luciferase complementation, 4 h; Perilipin-5 (Homo sapiens) + 1-acylglycerol-3-phosphate O-acyltransferase ABHD5 (Homo …;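 active = inhibition above the mean inhibition across every tested compound plus 3 SD, cut at about 22% in these data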;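 also: 0% = DMSO only wells and the 100% control is not disclosed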
PDI inh: inhibitors of human PDI, primary screen, biochemical, turbidity, single point, plate reader; AID 588391, 2011; 350,000 tested, 0.052% active; Protein disulfide-isomerase (Homo sapiens), P07237; PDI insulin aggregation turbidity, A650, 90 min; inhibition, % at 10 µM;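 active = mean inhibition across replicates of 30% or more, whatever share of single replicates reach that level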;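 also: absorbance from insulin aggregation driven by PDI reduction with DTT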
CaV13 ICDI inh: Primary screen for inhibitors of IQ motif and Ca2+-dependent inactivation inhibitor domain binding in CACNA1D, Förster resonance energy transfer in living cells, …. HEK cells, CFP/YFP FRET ICDI-IQ, plate reader, 10 min; percent FRET-ratio fall versus neutral wells. inhibition, % at 12.3 µM. 340,000 tested, 0.098% active;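 active = mean replicate inhibition of at least 30% and at least 1% of replicates passing that level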;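 also: 0% = median of the neutral control wells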
Exocytosis inh: LAMP-1 surface exposure blockers, TALL-104 cells – cell-based, flow cytometry, MLPCN library, primary screen | TALL-104 LAMP-1 surface exposure; cells stimulated with thapsigargin and PMA | 360,000 tested, 0.66% active | inhibition, % at 10 µM;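 active = inhibition above about 55%, limit read from the data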
ABCB6 inh 2: ABCB6 transporter inhibitors, primary screen, K562-ABCB6 cells, flow cytometry, MLPCN library; ATP-binding cassette sub-family B member 6 (Homo sapiens), Q9NP58; K562-ABCB6 porphyrin accumulation, 1 h; active compounds read low; fluorescence ratio to DMSO, % at 10 µM; 360,000 tested, 0.19% active; AID 602162, 2011;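 active = fluorescence ratio to DMSO below 75%, the collection mean minus 3 SD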;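 also: signal is porphyrin accumulated inside mitochondria; 100% equals median channel fluorescence of DMSO control wells; lower ratio means ABCB6 inhibition with less porphyrin fluorescence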
Glyco luc inh: increase of ERlucT glycosylation luciferase signal, primary screen, N-linked glycosylation inhibitor project, D54 ERlucT cells, luminescence, set 2. D54 ERlucT glycosylation luciferase reporter, 24 h; percent of 100 nM tunicamycin response. reporter increase, % at 12.5 µM. 360,000 tested, 0.23% active. AID 588692, 2011;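 active = mean luciferase reporter signal, scaled so untreated is 0 and the glycosylation-blocking control 100, at or above a set limit in every replicate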;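 also: luciferase carries N-glycosylation sites so blocking glycosylation raises the light; 0% = median of neutral control wells and 100% = median of 100 nM tunicamycin wells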
MC4R ag barr: MC4R agonists recruiting beta-arrestin, primary screen, cell-based, luminescence, agonist arm of biased-ligand search. Melanocortin receptor 4 (Homo sapiens), P32245. U2OS MC4R beta-arrestin complementation; percent of melanotan II response, DMSO zero. activation, % at 8.9 µM. 360,000 tested, 0.98% active;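 active = activation above a per-plate cutoff, the mean activation of sample wells on that plate plus 3 SD, cut at about 8% in these data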
Target sequence (P32245 whole entry, looked up): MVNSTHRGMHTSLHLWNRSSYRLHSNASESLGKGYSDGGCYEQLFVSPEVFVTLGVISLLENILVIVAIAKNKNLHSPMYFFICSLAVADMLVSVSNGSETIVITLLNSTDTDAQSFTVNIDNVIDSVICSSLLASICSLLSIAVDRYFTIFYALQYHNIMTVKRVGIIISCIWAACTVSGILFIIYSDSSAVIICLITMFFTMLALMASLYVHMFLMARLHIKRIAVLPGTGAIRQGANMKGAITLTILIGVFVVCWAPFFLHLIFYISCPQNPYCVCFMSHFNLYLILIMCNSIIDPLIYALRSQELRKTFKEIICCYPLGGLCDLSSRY
MC4R antag cAMP: MC4R antagonists of cAMP signaling, primary screen, cell-based, TR-FRET, antagonist arm of biased-ligand search | Melanocortin receptor 4 (Homo sapiens), P32245 | MC4R-expressing cells, MTII-stimulated cAMP, LANCE TR-FRET | AID 540295, 2011 | inhibition, % at 6.5 µM | 360,000 tested, 0.48% active;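 active = inhibition above its plate's cutoff, the mean of tested wells on that plate plus 3 SD, cut at about 29% in these data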;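 also: 0% = Melanotan II alone and 100% = Melanotan II plus saturating MCL0020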
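system = U2OS cells with stable human MC4R expression | also added = Melanotan II challenge after compound preincubation | dosing = one concentration, 6.5 µM nominal | incubation = compound 30 min, challenge 1 h, detection 1 h | measured by = TR-FRET with Eu-cAMP and labeled anti-cAMP, 671 nm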
The depositor's hits bear a star; . = not tested or not shown. This is a random part of the collection; 4.2% or so of the library scored in one or more.

A first look (2 entries):
smiles	MC4R ag barr	Exocytosis inh	MC4R antag cAMP	CaV13 ICDI inh	ABHD5-PLIN5 inh	Glyco luc inh	HTR2A ag	PDI inh	ABCB6 inh 2	Cardio protect
CCCN(CC(=O)Nc1ccccc1OC)C(=O)c1ccc(COc2ccccc2)o1	2.1	-4	-4	-7	2	-4	-5	5	93	1
Cc1cc(C(=O)NC2=NCCS2)c2ccccc2n1	-0.9	0	22	-7	-3	0	2	-3	99	5

The list itself, repeating the preview:
smiles	MC4R ag barr	Exocytosis inh	MC4R antag cAMP	CaV13 ICDI inh	ABHD5-PLIN5 inh	Glyco luc inh	HTR2A ag	PDI inh	ABCB6 inh 2	Cardio protect
CCCN(CC(=O)Nc1ccccc1OC)C(=O)c1ccc(COc2ccccc2)o1	2.1	-4	-4	-7	2	-4	-5	5	93	1
Cc1cc(C(=O)NC2=NCCS2)c2ccccc2n1	-0.9	0	22	-7	-3	0	2	-3	99	5
CN1C(=O)CSc2ccc(NC(=O)N3CCN(c4ccccc4)CC3)cc21	1.1	-11	5	1	-1	12	2	4	103	7
Cc1ccc(N(C)S(=O)(=O)c2cccc(C(=O)N(C)Cc3cnn(-c4ccccc4)c3)c2)cc1	-1.7	3	8	-2	-8	-10	1	1	92	-13
COc1ccc(C(=O)/C=C2\NCCc3cc(OC)c(OC)cc32)cc1OC	1.5	-10	5	-5	13	1	-2	-1	106	13
CC(CN1c2ccccc2Sc2ccccc21)N(C)C (centres undefined)	0.1	9	-2	-10	1	-2	-3	4	101	12
C[n+]1cc(-c2ccccc2)n2c1CCCCC2	-3.5	0	3	.	5	2	3	2	102	-3
O=C(CSc1nnc2c(n1)[nH]c1ccccc12)Nc1ccc(N2CCOCC2)cc1	-1.9	0	10	-5	-1	-2	7	0	90	-12
CCOc1ccc(NS(=O)(=O)c2ccc3[nH]c(=O)[nH]c3c2)cc1	-0.3	-4	0	-5	2	-1	2	3	106	-9
COc1cc(OC)cc(-c2ncc3ccccn23)c1	2.2	4	-2	.	-2	0	-1	-3	114	1
CC(Sc1nc2ccccc2s1)C(=O)N(C)Cc1ccccc1 (centres undefined)	-1.1	4	6	-7	-5	-3	-10	-2	97	-4
CCOC(=O)Cn1c(C)c(Br)c(COC)c(C#N)c1=O	-1.9	-5	-4	1	-5	1	5	1	92	-2
O=C(CSc1nnc(Nc2ccccc2)s1)NCc1ccco1	-1.8	3	0	-3	3	0	2	-7	93	-14
NC(=O)C1(N2CCCCC2)CCN(C(=S)Nc2ccc(S(N)(=O)=O)cc2)CC1	-2.6	1	3	8	-4	2	-1	-1	92	-2
Cc1ccc2c(C)c(C(=O)Nc3cccnc3)oc2c1	-0.6	-2	-8	-3	-1	5	4	-16	98	0
COC(=O)c1ccccc1NC(=O)c1onc(C)c1Cl	-2.6	-27	3	-4	7	0	6	12	97	-1
Cc1cccn2c(=O)nc(SCC(=O)N3CCC(C)CC3)nc12	-2.5	-13	-1	-4	-2	1	-3	8	101	-2
Cc1cc(C)c(C)c(S(=O)(=O)N2CCCN(C)CC2)c1C	0.1	7	3	-3	6	3	5	-13	91	4
O=C(NCCN1CCCC1)c1ccc2c(c1)N(Cc1ccccc1)C(=O)c1ccccc1S2(=O)=O	-4.0	3	2	-7	-3	-7	-3	9	98	8
O=C1CN(C(=O)COC(=O)CNC(=O)c2ccc(Cl)cc2)c2ccccc2N1	0.6	-1	4	1	2	5	-2	6	101	-7
CCC(C)(C)n1nnnc1C(c1ccc(OC)c(OC)c1)N1CCN(c2ccc(F)cc2)CC1 (centres undefined)	-0.4	31	0	-8	1	-2	-8	-5	98	6
Cc1ccc(CC(=O)N2CCN(C(=O)C3CCCO3)CC2)cc1 (centres undefined)	-2.1	-1	7	-10	3	3	8	0	103	-5
Cc1cccc[n+]1CC(=O)Nc1ccc([N+](=O)[O-])cc1	-1.9	0	-2	-2	-3	1	9	1	98	10
CC(C)CN1CCC(C(=O)NC(c2ccc(F)cc2)c2ccc3ccccc3n2)CC1 (centres undefined)	-0.8	20	4	-5	1	-4	-2	12	96	7
Nc1cc(=O)nc(SCC(=O)Nc2ccccc2Cl)n1-c1ccccc1	-0.7	-1	1	-2	3	2	-6	-10	105	-4
COCCN(Cc1nc2ccccc2c(=O)[nH]1)C(=O)COc1c(C)cc(Cl)cc1C	-1.4	-2	12	-6	-4	0	1	-3	99	7
Cn1c(=O)c2sccc2n2c(CCCC(=O)NCc3ccco3)nnc12	0.1	-2	3	-4	7	4	-1	7	104	-1
COc1ccc(Cl)cc1NC(=O)CSc1nnc(-c2ccncc2)n1CC1CCCO1 (centres undefined)	-1.3	4	8	-4	2	-1	-4	4	96	5
Cn1nc(-c2ccc(C(=O)N3CCN(Cc4ccccc4)CC3)cc2)c2ccccc2c1=O	0.2	2	9	-3	7	-1	0	8	98	-12
CCCc1cc(=O)[nH]c(SCC(=O)NC(=O)c2ccccc2)n1	-0.6	-1	3	-7	2	3	2	18	107	20
COc1ccc(CCNC2CC(=O)N(CCc3ccc(OC)c(OC)c3)C2=O)cc1 (centres undefined)	0.1	-2	2	-6	8	-1	-2	-20	95	4
CCN(CC)c1ccc(S(=O)(=O)N2CCOCC2)cc1NC(=O)COC(=O)/C=C/c1ccccc1	2.0	-6	25	-5	7	0	-5	-8	94	9
CCOCCCNC(=O)c1cc2c(s1)-c1ccccc1SC2	-0.3	11	16	-19	1	1	-4	16	95	6
COc1nc(-c2ccccc2)ccc1-c1noc(-c2cccs2)n1	7.5	-3	2	-4	-7	3	3	-4	106	-10
O=C(Nc1nncs1)c1cccc(S(=O)(=O)N2CCCC2)c1	0.5	-4	3	-5	-1	0	-3	1	96	-3
CCc1nc2ccc(C(=O)Nc3cccc(NS(C)(=O)=O)c3)cn2c1N(CC)Cc1cccc(Br)c1	-0.4	14	10	-11	0	-3	-13	-3	99	13
O=C(Nc1ccc(O)c(-c2nc3ccccc3s2)c1)c1cc(=O)c2ccccc2o1	0.0	-1	6	-3	6	-1	8	-8	95	22
CCOc1ccc(NC(=O)CCC(=O)NNC(=O)c2ccco2)cc1	5.9	1	12	-14	7	1	-5	6	101	-2
CN1CCCCCC1=Nc1ccc([N+](=O)[O-])cc1	0.2	-1	4	-2	-7	-1	-1	-2	101	-4
CCOC(=O)[C@H]1CCC[C@@H](NS(=O)(=O)c2ccc(NC(C)=O)cc2)C1	-0.9	-3	16	.	-1	1	-1	-1	97	4
CC(=O)NO	1.5	0	13	.	-4	1	1	0	102	-7
CCOc1ccc(C(=O)Nc2cccc3cccnc23)cc1	2.4	10	5	-4	6	2	2	-21	93	-9
CCc1ccc(NC(=O)c2ccc(S(=O)(=O)NCc3cccnc3)cc2)cc1	0.6	-8	11	-3	0	-6	-8	3	98	0
COCCn1c(-c2cccc([N+](=O)[O-])c2)nc2c1c(=O)[nH]c(=O)n2Cc1ccccc1	-1.2	0	7	-6	1	-2	-3	0	102	3
Cc1ccc(C2=Nc3c(ccc4ccccc34)C(c3ccncc3)=NN2)cc1	-1.5	-3	-7	-8	3	4	1	-11	99	8
CCSc1nnc(NC(=O)CSc2nc3c(c(=O)n2CC)SC(C)C3)s1 (centres undefined)	-1.4	-1	0	.	1	-1	-3	-1	85	-26
COc1ccccc1CN1CC(C(=O)N(C)Cc2nc(C)cs2)CCC1=O (centres undefined)	-1.9	-2	8	-2	-8	0	-4	9	101	4
CCOc1ccccc1N1CCN(C(=O)c2cc(-c3cccnc3)nc3c(Cl)cccc23)CC1	-1.3	-1	1	.	4	8	4	-2	99	24
Cc1c(C(=O)N(C)Cc2ccccc2)oc2ccc(S(=O)(=O)N3CCCC3)cc12	-0.9	4	2	-5	-14	0	-4	-4	99	-5
COc1ccccc1C(=O)NC(=O)Nc1nc(-c2ccccc2)cc(C(F)(F)F)n1	-0.1	-3	-15	-2	2	-1	4	-6	96	6

(continued)
smiles	MC4R ag barr	Exocytosis inh	MC4R antag cAMP	CaV13 ICDI inh	ABHD5-PLIN5 inh	Glyco luc inh	HTR2A ag	PDI inh	ABCB6 inh 2	Cardio protect
CC(C)[C@H](NC(=O)c1ccccc1F)C(=O)Nc1ccc2c(c1)OCO2	-2.1	0	-2	-2	0	0	-2	9	92	3
COc1ccc(Br)cc1S(=O)(=O)Nc1ncccc1C	-2.5	0	4	-6	2	-1	-2	-3	101	-6
CC(=O)Nc1ccc(OCC(O)Cn2c(C(C)C)nc3ccccc32)cc1 (centres undefined)	2.8	0	-1	-2	5	1	6	-2	90	4
COc1ccc(NC(=O)c2ccccc2SC)cc1OC	1.2	-8	11	-1	-5	2	1	0	101	7
